From PubChem BioAssay
CRFBP-R2 agonist = CRF-BP/CRF-R2 complex agonism | HEK293 CRF-R2/CRF-BP, calcium dye fluorescence (FLIPR); percent of saturating CRF peptide response | activation, % at 13.2 µM | 350,000 tested, 0.46% active;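 active = activation of at least 50%, plus an integration ratio under a set limit after plate pattern correction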;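 note: plate controls were neutral control wells without compound for no effect and CRF at EC100 for full effect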
CHRM4 agonist = agonists of human muscarinic M4 receptor (CHRM4); CHO-K1 hM4/Gqi5, Fluo-8 calcium fluorescence; vehicle 0%, full acetylcholine response 100%; activation, % at 3 µM; 360,000 tested, 0.14% active;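 active = activation above the run mean over all test wells plus 3 SD, cut at about 32% in these data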;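 note: peak over basal fluorescence ratio per well then scaled between controls; 0% = DMSO wells and 100% = acetylcholine at EC100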
Target sequence (P08173 whole entry, looked up): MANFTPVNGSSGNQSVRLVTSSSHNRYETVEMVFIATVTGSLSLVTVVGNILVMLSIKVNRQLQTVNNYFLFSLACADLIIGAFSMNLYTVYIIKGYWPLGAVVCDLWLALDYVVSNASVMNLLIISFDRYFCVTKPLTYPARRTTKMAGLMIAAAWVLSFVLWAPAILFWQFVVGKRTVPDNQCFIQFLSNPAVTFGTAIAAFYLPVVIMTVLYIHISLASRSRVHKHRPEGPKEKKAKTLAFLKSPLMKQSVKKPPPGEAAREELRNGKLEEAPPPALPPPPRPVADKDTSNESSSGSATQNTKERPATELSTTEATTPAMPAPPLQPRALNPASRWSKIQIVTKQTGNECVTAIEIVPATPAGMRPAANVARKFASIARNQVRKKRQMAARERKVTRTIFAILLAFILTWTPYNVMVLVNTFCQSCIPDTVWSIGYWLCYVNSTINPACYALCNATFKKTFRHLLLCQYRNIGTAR
IDE inh = inhibits human insulin-degrading enzyme in HEK cells | 320,000 tested, 0.41% active | inhibition, % at 5.59 µM | FAbetaB cleavage, fluorescence polarization;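 active = percent inhibition above the average of all tested compounds plus 3 SD, set per screening campaign, cut at about 16% in these data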;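 note: IDE supplied by intact live HEK cells; FP after avidin binding of uncleaved biotin substrate so inhibition keeps polarization high; 0% = DMSO wells and 100% = 60 µM reference IDE inhibitor Ii1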
CHRM5 PAM = CHRM5 positive allosteric modulation. AID 624038. P08912. CHO-K1 hM5, Fluo-8 calcium, ACh EC20 PAM; 0% = ACh EC20, 100% = ACh EC100. 360,000 tested, 0.3% active. activation, % at 3 µM;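 active = activation above the run cutoff, the mean activation of all test compounds plus 3 SD, cut at about 18% in these data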
Target sequence (P08912 whole entry, looked up): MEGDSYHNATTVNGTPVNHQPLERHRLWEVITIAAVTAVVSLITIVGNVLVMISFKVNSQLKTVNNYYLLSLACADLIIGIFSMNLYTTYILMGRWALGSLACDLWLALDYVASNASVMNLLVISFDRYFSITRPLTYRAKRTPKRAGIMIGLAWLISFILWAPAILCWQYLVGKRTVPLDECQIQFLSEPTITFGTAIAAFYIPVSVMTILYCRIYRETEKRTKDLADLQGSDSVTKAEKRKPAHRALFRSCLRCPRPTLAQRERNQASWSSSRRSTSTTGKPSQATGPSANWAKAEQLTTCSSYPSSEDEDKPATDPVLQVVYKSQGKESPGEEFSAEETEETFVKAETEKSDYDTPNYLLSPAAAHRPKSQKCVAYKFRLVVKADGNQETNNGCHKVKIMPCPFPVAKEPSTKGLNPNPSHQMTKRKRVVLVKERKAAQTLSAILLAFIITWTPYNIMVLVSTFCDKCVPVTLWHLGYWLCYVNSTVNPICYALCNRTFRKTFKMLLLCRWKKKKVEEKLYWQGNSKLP
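system = human M5 receptor in CHO-K1 cells | compound = one concentration, 3 µM final (nominal) | schedule = Post-acetylcholine fluorescence recording 140 s | signal = Fluo-8 calcium dye fluorescence, kinetic read | benchmarks = low control EC20 acetylcholine (0%), high control EC100 acetylcholine (100%) | repeats = singlicate, one well per test compound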
M5 ag = CHRM5 agonism in calcium assay. P08912. CHO-K1 hM5 cells, Fluo-8 calcium fluorescence; 0% DMSO wells, 100% maximal acetylcholine response. activation, % at 3 µM. 360,000 tested, 0.19% active. AID 624037;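 active = activation above the run's mean over test compounds plus 3 SD, cut at about 23% in these data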;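 note: signal is peak over basal fluorescence ratio across the kinetic read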
CRFR2-BP antag = antagonists of CRF-binding protein/CRF-R2 receptor complex; inhibition, % at 11.8 µM; 350,000 tested, 0.59% active; HEK293 CRF-R2/CRF-BP, CRF-induced calcium fluorescence;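 active = inhibition of the ligand-induced calcium signal above about 50% at the single tested concentration, limit read from the data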
CHRM5 antagonist = antagonists of human muscarinic M5 receptor (CHRM5). inhibition, % at 3 µM. CHO-hM5 cells, Fluo-8 calcium fluorescence, ACh EC80. AID 624040. 360,000 tested, 0.59% active. P08912;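 active = inhibition above a per-plate cutoff, the mean of that plate's test compounds plus 3 SD, cut at about 27% in these data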;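 note: 0% = acetylcholine EC80 with DMSO and 100% = DMSO without agonist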
M4 antag = antagonists of human muscarinic M4 receptor (CHRM4); P08173; CHO-hM4 cells, ACh EC80, Fluo-8 calcium fluorescence; inhibition, % at 3 µM; 360,000 tested, 0.73% active; AID 624125;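 active = inhibition above its plate's cutoff, the mean inhibition of sample wells plus 3 SD, cut at about 27% in these data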;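 note: 0% = acetylcholine EC80 with DMSO and 100% = DMSO without agonist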
CHRM4 PAM = positive allosteric modulators of human muscarinic M4 receptor; P08173; CHO-K1 hM4/Gqi5, Fluo-8 calcium fluorescence, ACh EC20; 0% = ACh EC20, 100% = maximal ACh; activation, % at 3 µM; 360,000 tested, 0.4% active; AID 624126;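 active = activation above its plate's cutoff, the mean activation of sample wells plus 3 SD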; note: some results filed as inactive read as strong as hits
The depositor's hits bear a star. Hits appear at their usual frequency. About 2.9% of those tested had a hit in this group.

Screening CNc1nc(-c2ccc([N+](=O)[O-])cc2)cs1 returned CRFBP-R2 agonist -2.5, CHRM4 agonist 1, IDE inh 9, CHRM5 PAM -3, M5 ag -4, CRFR2-BP antag 10, CHRM5 antagonist 6, M4 antag 6 and CHRM4 PAM 6.
`Cc1c(C(=O)N/N=C/c2ccccc2)sc(=S)n1C` gave CRFBP-R2 agonist -1.1, CHRM4 agonist 2, IDE inh 7, CHRM5 PAM -5, M5 ag -2, CRFR2-BP antag 2, CHRM5 antagonist -1, M4 antag 7 and CHRM4 PAM -1.
Screening CC(=O)Oc1cc2c(cc1OC(C)=O)C(=O)CCCC2 returned CRFBP-R2 agonist 36, CHRM4 agonist 1, CHRM5 PAM -3, M5 ag 0, CRFR2-BP antag 18, CHRM5 antagonist 3, M4 antag -2 and CHRM4 PAM -3.
`Cc1ccc(C2CC(=O)C(C=NCCN3CCN(C(=S)Nc4ccccc4)CC3)=C(O)C2)cc1` (configuration not stated) gave CRFBP-R2 agonist -1.0, CHRM4 agonist 5, IDE inh 2, CHRM5 PAM -3, M5 ag -7, CRFR2-BP antag 12, CHRM5 antagonist -6, M4 antag -4 and CHRM4 PAM -1.
`COc1cccc(NC(=O)C2=COCCO2)c1` gave CRFBP-R2 agonist -2.5, CHRM4 agonist 1, IDE inh -10, CHRM5 PAM 3, M5 ag -1, CRFR2-BP antag -8, CHRM5 antagonist -8, M4 antag -1 and CHRM4 PAM -1.
Screening CC(Nc1ccc2ccccc2c1)C(=O)N/N=C/c1ccncc1 (configuration not stated) returned CRFBP-R2 agonist 0.2, CHRM4 agonist 1, IDE inh -5, CHRM5 PAM -7, M5 ag 3, CRFR2-BP antag -3, CHRM5 antagonist -3, M4 antag 3 and CHRM4 PAM -2.
CCN(Cc1nc2cc(OC)c(OC)cc2c(=O)[nH]1)C(=O)c1ccc(S(=O)(=O)N(C)C)cc1 was read as CRFBP-R2 agonist -0.3, CHRM4 agonist 0, IDE inh -2, CHRM5 PAM 0, M5 ag -7, CRFR2-BP antag 4, CHRM5 antagonist 1, M4 antag -3 and CHRM4 PAM -4.
CC(C)NC(=S)N/N=C/c1c[nH]c2ccccc12 was read as CRFBP-R2 agonist -2.1, CHRM4 agonist 3, IDE inh -2, CHRM5 PAM -10, M5 ag 0, CRFR2-BP antag -33, CHRM5 antagonist 15, M4 antag -8 and CHRM4 PAM -3.
Screening CCC(C)Sc1nc2c(c(=O)[nH]c(=O)n2C)n1C (configuration not stated) returned CRFBP-R2 agonist -2.3, CHRM4 agonist 0, IDE inh 7, CHRM5 PAM 3, M5 ag -1, CRFR2-BP antag -17, CHRM5 antagonist 2, M4 antag 5 and CHRM4 PAM -2.
For CN1CCN(C2CN(Cc3cn(Cc4cccc(C(F)(F)F)c4)nn3)S(=O)(=O)C2)CC1 (configuration not stated) the results were CHRM4 agonist 0, CHRM5 PAM 9, M5 ag -1, CHRM5 antagonist -3, M4 antag -7 and CHRM4 PAM 9.

Ordered by SMILES length (largest number first): part of the list above.
CCN(Cc1nc2cc(OC)c(OC)cc2c(=O)[nH]1)C(=O)c1ccc(S(=O)(=O)N(C)C)cc1 was read as CRFBP-R2 agonist -0.3, CHRM4 agonist 0, IDE inh -2, CHRM5 PAM 0, M5 ag -7, CRFR2-BP antag 4, CHRM5 antagonist 1, M4 antag -3 and CHRM4 PAM -4.
For CN1CCN(C2CN(Cc3cn(Cc4cccc(C(F)(F)F)c4)nn3)S(=O)(=O)C2)CC1 (configuration not stated) the results were CHRM4 agonist 0, CHRM5 PAM 9, M5 ag -1, CHRM5 antagonist -3, M4 antag -7 and CHRM4 PAM 9.
Screening CCC(C)Sc1nc2c(c(=O)[nH]c(=O)n2C)n1C (configuration not stated) returned CRFBP-R2 agonist -2.3, CHRM4 agonist 0, IDE inh 7, CHRM5 PAM 3, M5 ag -1, CRFR2-BP antag -17, CHRM5 antagonist 2, M4 antag 5 and CHRM4 PAM -2.
Screening CNc1nc(-c2ccc([N+](=O)[O-])cc2)cs1 returned CRFBP-R2 agonist -2.5, CHRM4 agonist 1, IDE inh 9, CHRM5 PAM -3, M5 ag -4, CRFR2-BP antag 10, CHRM5 antagonist 6, M4 antag 6 and CHRM4 PAM 6.
CC(C)NC(=S)N/N=C/c1c[nH]c2ccccc12 was read as CRFBP-R2 agonist -2.1, CHRM4 agonist 3, IDE inh -2, CHRM5 PAM -10, M5 ag 0, CRFR2-BP antag -33, CHRM5 antagonist 15, M4 antag -8 and CHRM4 PAM -3.

Next part:
Screening CCc1ccccc1NC(=O)COC(=O)C1C2CC3OC(=O)C1C3C2 (configuration not stated) returned CRFBP-R2 agonist 1.8, CHRM4 agonist 1, IDE inh 0, CHRM5 PAM -1, M5 ag -3, CRFR2-BP antag -17, CHRM5 antagonist 6, M4 antag -1 and CHRM4 PAM -3.
Screening CCCCNC(=O)COC(=O)c1cc(F)c(F)cc1Cl returned CRFBP-R2 agonist -2.2, CHRM4 agonist 0, IDE inh 1, CHRM5 PAM 5, M5 ag -2, CRFR2-BP antag 20, CHRM5 antagonist -8, M4 antag 4 and CHRM4 PAM 0.
COc1cccc(C(=O)Nc2ccc3[nH]ncc3c2)c1OC was read as CRFBP-R2 agonist 0.3, CHRM4 agonist 4, IDE inh 3, CHRM5 PAM -2, M5 ag 1, CRFR2-BP antag 8, CHRM5 antagonist 6, M4 antag -6 and CHRM4 PAM 4.
For CN(C)/C=C(\C#N)c1nc2ccccc2[nH]1 the results were CRFBP-R2 agonist -1.3, CHRM4 agonist 0, IDE inh -2, CHRM5 PAM -3, M5 ag 0, CRFR2-BP antag -4, CHRM5 antagonist 1, M4 antag -2 and CHRM4 PAM -3.
For CC(=O)C[C@H](O)CC(=O)[C@H]1OC(=O)[C@H](C)CCCCc2ccccc21 the results were CRFBP-R2 agonist 0.6, CHRM4 agonist 2, IDE inh 3, CHRM5 PAM -5, M5 ag 0, CRFR2-BP antag -8, CHRM5 antagonist 0, M4 antag -24 and CHRM4 PAM 7.
CC(=O)OCCN(C)c1cc(SC(C)C)c2nonc2c1[N+](=O)[O-] was read as CRFBP-R2 agonist -1.4, CHRM4 agonist 2, IDE inh 0, CHRM5 PAM -3, M5 ag 0, CRFR2-BP antag 2, CHRM5 antagonist 10, M4 antag -3 and CHRM4 PAM -3.
O=C(/C=C/c1cccc([N+](=O)[O-])c1)NCc1ccccc1 was read as CRFBP-R2 agonist -0.7, CHRM4 agonist 1, IDE inh -3, CHRM5 PAM -2, M5 ag -1, CRFR2-BP antag 20, CHRM5 antagonist 7, M4 antag 4 and CHRM4 PAM -5.
`C=CCN1C(=O)C2(C(C(=O)c3ccc(C)o3)=C(O)C(=O)N2CCCN2CCOCC2)c2ccccc21` (configuration not stated) gave CRFBP-R2 agonist -0.8, CHRM4 agonist 1, IDE inh 1, CHRM5 PAM 13, M5 ag -5, CRFR2-BP antag 25, CHRM5 antagonist -6, M4 antag 1 and CHRM4 PAM 5.
For Cc1ccc(C2C(C(=O)c3cccs3)=C(O)C(=O)N2CCN2CCOCC2)o1 (configuration not stated) the results were CRFBP-R2 agonist -0.1, CHRM4 agonist 1, IDE inh -2, CHRM5 PAM 6, M5 ag 2, CRFR2-BP antag -6, CHRM5 antagonist -7, M4 antag 0 and CHRM4 PAM 18.
CC1(C)C(=O)Nc2ccccc2N1C(=O)COC(=O)c1cc(S(=O)(=O)N2CCOCC2)ccc1F was read as CRFBP-R2 agonist -1.6, CHRM4 agonist 3, IDE inh 9, CHRM5 PAM -3, M5 ag 1, CRFR2-BP antag 23, CHRM5 antagonist 7, M4 antag -1 and CHRM4 PAM 3.
Screening CCC(C)Cn1cnc2c(Sc3c([N+](=O)[O-])ncn3C)nc(N)nc21 (configuration not stated) returned CRFBP-R2 agonist -3.6, CHRM4 agonist 1, CHRM5 PAM 4, M5 ag -5, CRFR2-BP antag 12, CHRM5 antagonist 4, M4 antag -11 and CHRM4 PAM 7.
`COC1=NC(=C(c2ccccc2)c2ccccc2)OC1=O` gave CRFBP-R2 agonist -5.8, CHRM4 agonist 0, CHRM5 PAM 0, M5 ag -1, CRFR2-BP antag 24, CHRM5 antagonist 4, M4 antag -4 and CHRM4 PAM 6.
CC(=O)N1c2ccc(S(=O)(=O)N3CCOCC3)cc2CC1C (configuration not stated) was read as CRFBP-R2 agonist 3.0, CHRM4 agonist 2, IDE inh -1, CHRM5 PAM 3, M5 ag -2, CRFR2-BP antag -6, CHRM5 antagonist -1, M4 antag -7 and CHRM4 PAM 5.
For Cc1cc(NC(=O)Cn2nc(C)c([N+](=O)[O-])c2C)no1 the results were CRFBP-R2 agonist -0.1, CHRM4 agonist 0, IDE inh 0, CHRM5 PAM -6, M5 ag -6, CRFR2-BP antag 6, CHRM5 antagonist 11, M4 antag 1 and CHRM4 PAM -4.
For COc1ccccc1NC(=O)CCNC(=O)C1CCN(S(=O)(=O)c2ccccc2)CC1 the results were CRFBP-R2 agonist -1.8, CHRM4 agonist 5, CHRM5 PAM -1, M5 ag 0, CRFR2-BP antag -11, CHRM5 antagonist -2, M4 antag -21 and CHRM4 PAM 0.
`C[C@H]1CN([C@@H](C)CO)C(=O)CCCn2cc(nn2)CO[C@@H]1CN(C)S(=O)(=O)c1ccc(Oc2ccccc2)cc1` gave CRFBP-R2 agonist 0.0, CHRM4 agonist 1, CHRM5 PAM -2, M5 ag -1, CRFR2-BP antag -3, CHRM5 antagonist -1, M4 antag -8 and CHRM4 PAM 9.
`O=S(=O)(c1ccc2nc(N3CCN(c4ccc(F)cc4)CC3)ccc2c1)N1CCCCC1` gave CRFBP-R2 agonist 1.8, CHRM4 agonist 15, IDE inh 8, CHRM5 PAM -5, M5 ag 3, CRFR2-BP antag -8, CHRM5 antagonist -16, M4 antag 1 and CHRM4 PAM -8.
`CN(C(=O)CCNC(=O)Cn1ccc2ccccc2c1=O)c1ccc(Br)cc1` gave CRFBP-R2 agonist -1.2, CHRM4 agonist 3, IDE inh 0, CHRM5 PAM 0, M5 ag -2, CRFR2-BP antag 1, CHRM5 antagonist 9, M4 antag -11 and CHRM4 PAM 8.
`COc1ccc(CCNC(=O)c2nn(C)c3c2CS(=O)(=O)c2ccccc2-3)cc1OC` gave CRFBP-R2 agonist -0.9, CHRM4 agonist 2, IDE inh 0, CHRM5 PAM -2, M5 ag -1, CRFR2-BP antag 41, CHRM5 antagonist -1, M4 antag -9 and CHRM4 PAM 1.
For CCOc1ccc(CCNC(=O)CS(=O)Cc2nc(-c3ccc(C)cc3)oc2C)cc1 (configuration not stated) the results were CRFBP-R2 agonist -0.7, CHRM4 agonist 5, IDE inh 4, CHRM5 PAM 1, M5 ag -5, CRFR2-BP antag 1, CHRM5 antagonist -7, M4 antag -13 and CHRM4 PAM 3.
Screening COc1cc(NC(=O)c2ccc(Cl)cc2)c(OC)cc1NC(=O)CN1CCCCC1 returned CRFBP-R2 agonist 46, CHRM4 agonist 1, IDE inh 0, CHRM5 PAM 4, M5 ag -4, CRFR2-BP antag -47, CHRM5 antagonist 1, M4 antag -11 and CHRM4 PAM -1.
